Compound activity as filed in PubChem.
West Nile antiviral: West Nile virus antiviral activity, cell-based, CPE readout (AID 1621). West Nile virus-infected cells, CPE inhibition; higher % means a stronger effect. 290,000 compounds, 0.02% hits. CPE inhibition, % at 10 µM, or IC50 in µM where a hit was titrated; in the data active means a potency from the dose series; inconclusive means CPE inhibition mostly from about 3.7% at the one dose, without a potency; inactive means the rest, 99 in 100 with CPE inhibition below about 2.2%; further: strong numbers were not always called active
P. falciparum M1AAP: P. falciparum M1AAP inhibitors, biochemical, fluorogenic H-Leu-NHMec substrate, 1536-well (AID 1445); inhibition, % at 30 µM; hits with a dose series show IC50 in µM; 220,000 compounds, 0.42% hits; recombinant M1AAP, H-Leu-NHMec fluorogenic kinetic assay; higher % means a stronger effect;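 active means primary inhibition above the hit cutoff, then over 50% inhibition at one or more dose response concentrations, cut at about 23% in these data, passing the limit was not always enough; inconclusive means conflicting primary data, or primary hits not chosen for dose response; inactive means low primary inhibition, or under 50% at every dose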;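 further: plate controls were DMSO full reaction for no effect and no enzyme background for full effect; strong numbers were not always called active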
human PMI inhibitors: MPI inhibition at elevated mannose 6-phosphate – biochemical, fluorescence intensity, high mannose 6-phosphate, primary screen (AID 1220). one-dose inhibition, % at 20 µM; IC50 in µM for titrated hits. 190,000 compounds, 0.66% hits. recombinant PMI enzyme, coupled fluorescence intensity; higher % means a stronger effect
TNAP activators: human TNAP enzyme activators, primary screen, biochemical, luminescent, no phosphate acceptor, uHTS (AID 1001). purified TNAP, luminescent activation assay, no phosphate acceptor; higher activation fold means a stronger effect. one-dose activation fold at 20 µM; EC50 in µM for titrated hits. 200,000 compounds, 0.03% hits; in the data active means activation fold from about 3, or a potency from the dose series; inactive means the rest, 99 in 100 with activation fold below about 1.6; further: many of its hits are not listed in these tables
UTI89 phage lysis: protection from phage-mediated lysis, alamar blue read-out – E. coli UTI89, K1F phage, bacterial capsule biogenesis inhibitors (AID 488966). E. coli UTI89 K1F phage lysis, alamar blue, 2 h; higher % means a stronger effect. inhibition, % at 100 µM, or IC50 in µM where a hit was titrated. 340,000 compounds, 0.02% hits;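 active means phage lysis inhibition, versus mean bacterial control, above a set limit; inconclusive means no clear call, values can overlap the other calls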;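 further: capsule biogenesis inhibitors block K1F phage lysis so surviving cells raise fluorescence; higher fluorescence means more inhibition of phage lysis; actives were called in the ten point dose series up to 300 µM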
PMI inhibitors: MPI enzyme activity inhibition – biochemical, fluorescence intensity, coupled assay, primary screen (AID 1209) | purified PMI enzyme, coupled fluorescence intensity; higher % means a stronger effect | inhibition, % at 20 µM; hits with a dose series show IC50 in µM | 190,000 compounds, 0.42% hits;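 further: plate controls were DMSO vehicle for no effect and wells lacking substrate for full effect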
T cell modulator: T cell immune modulators affecting CD8 T cell-vesicle binding; calls only at 7 µM; AID 2052; 2C CD8+ T cell-vesicle binding, flow cytometry; stronger effect = lower value; 330,000 compounds, 0.068% hits;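 active means response, share of CD8 T cells binding vesicles, and their 90th percentile fluorescence all below set limits, cut at about 80% in these data, passing the limit was not always enough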
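incubation = binding step 1.5 h, 37 °C, antibody labelling 20 min, ice | test system = 2C mouse CD8+ T cells | read-out basis = percent CD8+ FL2 mean versus row control | controls = Peptide-free naked vesicles (low) and QL9 vesicles with 0.7% DMSO vehicle (high) | detection = flow cytometry of vesicle-bound cells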
RSV antiviral HEp-2: RSV antiviral activity via CPE protection, HEp-2 cells, primary 10 µM value included (AID 2391); HEp-2 cells, RSV-induced CPE inhibition; higher % means a stronger effect; CPE inhibition, % at 10 µM; hits with a dose series show IC50 in µM; 310,000 compounds, 0.13% hits; in the data active means a potency from the dose series; inconclusive means CPE inhibition mostly from about 23% at the one dose, without a potency; inactive means the rest, 99 in 100 with CPE inhibition below about 21%; further: strong numbers were not always called active
M17LAP inhibition: P. falciparum M17LAP inhibitors, primary screen, biochemical, fluorogenic H-Leu-NHMec substrate, 1536-well (AID 1619) | recombinant M17LAP, H-Leu-NHMec fluorogenic kinetic assay; higher % means a stronger effect | inhibition, % at 30 µM, or IC50 in µM where a hit was titrated | 220,000 compounds, 0.38% hits;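 active means compound inhibiting the enzyme by more than half at any dose during confirmatory dose-response retesting; inconclusive means strong single-dose inhibitors picked by rank but not retested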;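 further: plate controls were full reaction with DMSO carrier for no effect and no enzyme background for full effect; strong numbers were not always called active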
T cell modulator vesicle-bound %: recorded beside T cell modulator, whose call it bears; double positive events, %; measured here: CD8+ vesicle-bound cell fraction;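 binding gate set so that unloaded-vesicle control wells show 10% double positive cells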
The depositor's hits bear a star; i = inactive; ? = inconclusive; . = no result given; [ ] = another dose, or the depositor's remark. Unless noted, no stated cut-off is given here; in the data, active means inhibition above about 50%; inactive means the rest.

| canonical_smiles | West Nile antiviral | P. falciparum M1AAP | human PMI inhibitors | TNAP activators | UTI89 phage lysis | PMI inhibitors | T cell modulator | T cell modulator vesicle-bound % | RSV antiviral HEp-2 | M17LAP inhibition |
| --- | --- | --- | --- | --- | --- | --- | --- | --- | --- | --- |
| CCN(Cc1ccccc1)c1ccc(/C=C(\C#N)c2ccccn2)cc1 | -1.0% | 1% | -27% | 0.9 | 1.3%[50 µM] | -6% | i | 12 | ? | -8% |
| CC(C)=C1C2CCC1C(C(=O)NCc1ccccc1)C2C(=O)O (stereo not drawn) | 0.0% | 9% | -2% | 1.1 | 0.5% | -19% | i | 27 | -0.2% | -10% |
| C(=N\N(Cc1ccccc1)c1ccccc1)/c1ccco1 | -0.1% | 6% | 20% | 1.1 | 0.2% | 18% | i | 51 | 3.1% | 8% |
| COCCCNC(=O)Cn1c(=O)n(CC(=O)NCCc2ccc(OC)c(OC)c2)c(=O)c2sccc21 | 0.0% | -4% | -3% | 1 | -0.1% | -11% | i | 63 | 0.0% | -2% |
| COc1ccc(-c2nc(C#N)c(NCCCN3CCOCC3)o2)cc1 | . | 28%* | 12% | 1.1 | -0.2% | 13% | i | 14 | 0.2% | -2% |
| COc1ccnc(Oc2ccc(F)cc2)c1C(=O)N/C=N/OCc1c(Cl)cccc1Cl | -0.5% | -1% | 18% | 1 | 0.7% | 21% | i | 38 | 3.5% | 8% |
| CCCCn1c(NC(=O)c2ccccc2)nc2ccccc21 | 1.1% | -22% | -4% | 1 | 0.1% | -18% | i | 36 | 0.7% | 2% |
| O=C(NNc1ccc(Cl)cc1)c1c(F)cccc1Cl | 0.1% | 0% | . | . | 0.8% | . | i | 54 | . | 6% |
| O=C1CSC(=S)N1Cc1cccnc1 | 3.0% | 5% | -4% | 2.2 | 9.1% | 11% | i | 29 | -2.0% | 0% |
| O=C(COc1cc2oc(=O)c3c(c2cc1Cl)CCC3)Nc1ccccn1 | 0.1% | . | . | . | 0.1% | . | i | 11 | -0.4% | . |
| COc1ccccc1CC(NC(C)=O)C(=O)NC1CCN(C(=O)c2ccc(C)cc2)CC1 (stereo not drawn) | -0.5% | . | . | . | 0.2% | . | i | 33 | 1.0% | . |
| O=C(Nc1ccccc1Cl)c1ccc2nsnc2c1 | -0.9% | -2% | 2% | 1 | 0.2% | 0% | i | 63 | 1.5% | 20% |
| Cc1ccc(OC(=O)CCC(=O)Nc2ccc(S(=O)(=O)Nc3cc(C)on3)cc2)cc1 | -0.1% | 10% | -14% | 1.1 | 0.1% | -8% | i | 14 | 1.4% | 12% |
| O=C(CN1C(=O)CCC1=O)Nc1ccc2c3c(cccc13)CC2 | 1.3% | 4% | 3% | 1.1 | 0.6% | 2% | i | 30 | 4.5% | 46% |
| Cc1ccc(-c2nn(-c3ccccc3)cc2NC(=O)CCl)cc1 | 3.4% | 14% | -18% | 1 | 0.0% | -26% | i | 34 | 5.6% | 1% |
| Nn1cc(-c2ccccc2)nc1SCC(=O)NCC1CCCO1 (stereo not drawn) | 0.0% | 10% | -10% | 1.1 | 0.4% | -9% | i | 58 | 1.3% | 22% |
| CCc1ccc(NC(=O)Cn2c(=O)c3cccn3c3ccccc32)cc1 | -0.7% | . | . | . | -0.2% | . | i | 7 | 3.0% | . |
| C1=CC2c3ccccc3NC(c3ccncc3)C2C1 (stereo not drawn) | 0.4% | 4% | -14% | 1 | 0.2% | -6% | i | 12 | 0.1% | 9% |
| O=C(NCc1ccco1)C1CC(c2cc(C(F)(F)F)cc(C(F)(F)F)c2)=NO1 (stereo not drawn) | ? | 11% | . | . | -0.8% | . | i | 36 | 5.3% | -7% |
| COc1ccc(C(C)=O)cc1CN1C(=O)NC(CC(C)C)C1=O (stereo not drawn) | -0.6% | 2% | 10% | 1 | -0.1% | 4% | i | 38 | 0.7% | 10% |
| COc1ccc(N(C(=O)CCC(=O)Nc2cc(C)on2)C(C(=O)NC2CCCC2)c2ccco2)cc1 (stereo not drawn) | 0.0% | 2% | 17% | 1 | -2.1% | 1% | i | 61 | -1.2% | 2% |
| CCOc1cccc(SCc2noc(C(=O)NCCOC)c2C(=O)O)c1 | -0.5% | 4% | -13% | 1.1 | -0.1% | -7% | i | 12 | -1.2% | 25% |
| COc1ccc(NC(=O)C(c2ccccc2)N(C)C(=O)c2ccc(=O)[nH]c2)cc1 (stereo not drawn) | 1.4% | 8% | -5% | 1 | 4.2% | -1% | i | 48 | 1.7% | -8% |
| Cc1cc(C)n(S(=O)(=O)c2ccc(C)c(C)c2C)n1 | -0.5% | -1% | 15% | 1.1 | 0.3% | 15% | i | 5 | 2.2% | -1% |
| CSc1ccc(S(=O)(=O)NCCCOC(C)C)cc1 | -0.1% | 8% | -1% | 1 | 1.0% | 5% | i | 29 | 2.3% | -8% |
| CCOc1ccccc1NC(=O)N1CCCC1C(=O)Nc1ccc(-n2cnnn2)c(C)c1 (stereo not drawn) | 0.0% | -1% | 3% | 1 | 2.1% | 9% | i | 58 | 1.9% | 1% |
| COCCn1c(C)cc(C(=O)Cn2nc(C(=O)O)c3ccccc3c2=O)c1C | -0.1% | 9% | -1% | 1.1 | 1.3% | -4% | i | 12 | 2.3% | -1% |
| Cc1ccc(CCNC(=O)c2ccc(CS(=O)(=O)Cc3ccc(F)cc3)o2)cc1 | -0.2% | . | . | . | 0.3% | . | i | 31 | 2.5% | . |
| Cc1ccc(NS(=O)(=O)c2cc(C(=O)N3CCOCC3)ccc2C)cc1 | -0.3% | 4% | 5% | 1.1 | 1.8% | 1% | i | 36 | -0.6% | 0% |
| COC(=O)NCC(c1cccnc1)N1CCN(c2ccccc2)CC1 (stereo not drawn) | -0.3% | 6% | -12% | 1.1 | -0.7% | -20% | i | 31 | 3.0% | 17% |
| CCCCc1ccc(S(=O)(=O)N2CCN(C(=O)c3ccco3)CC2)cc1 | -1.7% | 4% | 3% | 1 | -0.1% | 5% | i | 40 | 9.3% | 9% |
| CC(C)(C)OC(=O)N1C[C@H](O)C[C@H]1C(=O)OCC(=O)c1ccc([N+](=O)[O-])cc1 | 0.5% | . | . | . | 0.1% | . | i | 14 | 1.9% | . |
| O=C(Cc1c[nH]c2ccccc12)Nc1ccc(N2CCOCC2)cc1 | 0.0% | -5% | 34% | 1 | 0.3% | 2% | i | 8 | 4.5% | -1% |
| COC(=O)c1ccc(COc2cccc(C)c2C)cc1 | 0.4% | -8% | -2% | 1.1 | -0.1% | 0% | i | 64 | 1.0% | -1% |
| COc1cccc2sc(Nc3nc(C)c(C(C)=O)s3)nc12 | 0.8% | -16% | 21% | 1 | 0.0% | 20% | i | 28 | 15% | -54% |
| N#CC(c1ccccc1)N(CCCCl)C(=O)c1ccc(Br)cc1 (stereo not drawn) | -1.8% | -1% | -9% | 1.1 | 0.1% | -14% | i | 31 | ? | 3% |
| C=CCn1c(SCC(=O)c2c(N)n(C)c(=O)n(C)c2=O)nnc1-c1ccccc1F | 0.3% | 0% | 1% | 1 | 0.5% | 6% | i | 42 | -0.1% | 1% |
| CC1CCCN(S(=O)(=O)c2ccc3c(c2)CCN3C(=O)C2CCC2)C1 (stereo not drawn) | -1.1% | 2% | 6% | 1.1 | 12% | 8% | i | 38 | 1.1% | -3% |
| Cc1ccc(Cn2nc(C)cc2C(=O)Nc2ccccc2Cl)cc1 | -0.3% | . | . | . | 0.3% | . | i | 47 | 1.0% | . |
| COCCNS(=O)(=O)c1ccc(Cl)c(C(=O)NC2CCN(Cc3ccccc3)CC2)c1 | -0.6% | . | . | . | 0.8% | . | i | 28 | 0.4% | . |
| COc1ccc(NC(=O)c2ccc(S(=O)(=O)N3CCCCC3)cc2)c(OC)c1 | -0.6% | . | . | . | 0.0% | . | i | 26 | 5.7% | . |
| FC(F)(F)c1nc2nncn2c2c1CCCCC2 | 0.1% | 2% | 8% | 1 | 0.3% | 9% | i | 29 | 2.0% | -11% |
| COc1ccc(OC)c2sc(N3CCCCC3)nc12 | 0.0% | 2% | 12% | 1.1 | 0.9% | 14% | i | 61 | 0.5% | 6% |
| O=c1oc(-c2ccccc2)cc(Cl)c1Cl | -0.2% | . | . | . | 0.1% | . | i | 21 | 1.9% | . |
| CCOc1ccc(CN2CCNC(=O)C2CC(=O)NCCC2=CCCCC2)cc1 (stereo not drawn) | 0.2% | 6% | 30% | 1.1 | . | 7% | i | 42 | -0.3% | 6% |
| Cc1cc(N(C)NC(=S)Nc2ccccc2)nc(C)n1 | -0.1% | 1% | 0% | 1.1 | 2.4%[50 µM] | -10% | i | 41 | 2.5% | 8% |
| Nc1ccc2nc(-c3ccccc3)c(-c3ccccc3)nc2c1 | 0.3% | . | . | . | -0.1% | . | i | 33 | 2.1% | . |
| COCCNC(=O)C(=O)NCC1OCCCN1S(=O)(=O)c1cccs1 (stereo not drawn) | 1.4% | 9% | 0% | 1.1 | 2.2% | -3% | i | 47 | -0.3% | -5% |
| CCc1nnc2c(N(C)C)nc3ccccc3n12 | 0.5% | -5% | -2% | 1.1 | 1.2% | -1% | i | 60 | 2.2% | 14% |
| CC1=C(C(=O)Nc2ccccn2)C(c2ccc(Br)cc2)NC(=S)N1 (stereo not drawn) | -0.9% | 4% | -5% | 1 | 0.9% | 0% | i | 26 | 2.4% | 20% |
| Cc1cc(C)c2cccc(N)c2n1 | 0.6% | . | 64%* | 1.1 | 0.2% | 29% | i | 51 | 1.1% | . |
| Cc1ccc(NC(=O)C2CC(=O)n3c(nc4ccccc43)N2)cc1C (stereo not drawn) | 0.2% | 1% | . | . | 0.4% | . | i | 43 | 0.8% | 4% |
| CCOC(=O)c1ccc(NC(=O)CSc2nc3c(c(=O)n2C)SC(C)C3)cc1 (stereo not drawn) | -0.2% | 7% | 8% | 1.2 | 4.1% | 8% | i | 12 | 0.6% | -10% |

Shown as a hit in human PMI inhibitors, among the entries above:
smiles | West Nile antiviral | P. falciparum M1AAP | human PMI inhibitors | TNAP activators | PMI inhibitors | T cell modulator | T cell modulator vesicle-bound % | RSV antiviral HEp-2 | M17LAP inhibition
Cc1cc(C)c2cccc(N)c2n1 | 0.6% | . | 64%* | 1.1 | 29% | i | 51 | 1.1% | .
